# NR3A LBD binder = binders of NR3A ligand-binding domain, primary screen, biophysical, differential scanning fluorimetry, uHTS | Glutamate receptor ionotropic, NMDA 3A (GRIN3A) ligand-binding domain | Tm shift relative to glycine control, % at 25 µM | NR3A LBD differential scanning fluorimetry, Tm shift; 0% = protein alone, 100% = glycine-bound protein | 340,000 tested, 2.5% active;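 active means melting temperature shift of at least 10% of the positive control shift, at one fixed dose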
# CHOP UPR activ = activators of apoptotic CHOP UPR arm, primary screen, cell-based, CHO-CHOP luciferase reporter, luminescence, uHTS; UPR activation; percent of tunicamycin response over DMSO baseline; activation, % at 10 µM; 330,000 tested, 0.34% active;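 active means at 10 µM dose, activation of 40% or more, normalized to positive control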;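 further: 100% = tunicamycin at 10 µg/mL and 0% = DMSO alone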
#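 Dosing – one dose, 10 µM in 0.5% DMSO · System – CHO-CHOP cells, stable luciferase reporter of PERK-eIF2a-CHOP signalling · Input – 500 cells/well · Control set – tunicamycin 10 µg/mL final as positive, DMSO-only wells as negative · Timing – 6 h compound treatment, 37 °C · Measure – % activation vs tunicamycin · Technique – luminescence read with Steady-Glo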
# Mdm2-MdmX inh = inhibitors of human Mdm2-MdmX association, primary screen, cell-based, luminescence, split luciferase, SaOS-2, uHTS; SaOS-2 split-luciferase Mdm2/MdmX complementation; inhibition, % at 8 µM; 330,000 tested, 3% active;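 active means inhibition of at least 50% at 8 µM in the primary screen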
# NALP3 yeast inh = NALP3 inflammasome inhibitors in reconstituted yeast, primary screen, luminescence, uHTS; Yeast reconstituted NLRP3/ASC/caspase-1, beta-gal luminescence, 24 h; inhibition, % at 10 µM; 330,000 tested, 0.39% active; AID 2825, 2010;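 active means inhibition of 50% or more; inactive means inhibition below 50%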;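 further: plate controls were induced DMSO wells for no effect and uninduced yeast grown without galactose for full effect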
# tim10-1 inh = growth inhibitors of tim10-1 mutant yeast, primary screen, luminescence, uHTS; S. cerevisiae tim10-1 ts strain growth, BacTiter-Glo, 24 h; inhibition, % at 20 µM; 330,000 tested, 2.2% active; AID 463190, 2010;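 active means inhibition of at least 40%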;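 further: mutant grown at 25 °C; 0% = DMSO wells with yeast and 100% = wells holding no yeast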
# UPR XBP1 act = activators of adaptive XBP1 UPR arm, primary screen, cell-based, CHO-XBP1 luciferase reporter, luminescence, uHTS; IRE1-XBP1 UPR activation; percent of tunicamycin response, DMSO as zero; activation, % at 20 µM; 330,000 tested, 0.33% active;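 active means versus positive control, 20 µM dose yields 30% or more activation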;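 further: 100% = tunicamycin at 10 µg/mL and 0% = DMSO only wells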
#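 Material: CHO-XBP1 cells stably carrying IRE1-XBP1-driven luciferase reporter / Amount: 1000 cells per well / Compound: 20 µM, 1% DMSO / Times: 6 h treatment, 37 °C / Detection: luciferase luminescence / Measure: % activation of reporter signal versus tunicamycin and DMSO controls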
# tim23-1 inh = growth inhibitors of tim23-1 mutant yeast, primary screen, luminescence, uHTS; inhibition, % at 20 µM; 330,000 tested, 1.3% active; S. cerevisiae tim23-1 growth, BacTiter-Glo luminescence, 24 h;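 active means growth inhibition of the mutant yeast at or above 50%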;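 further: temperature-sensitive mutant grown at 25 °C; plate controls were DMSO-treated mutant yeast for no effect and medium wells lacking yeast for full effect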
# TIM10 inh = growth inhibitors of isogenic TIM10 control yeast, primary screen, counter-screen for tim10-1 yeast inhibitor project, luminescence, uHTS. 330,000 tested, 1.4% active. inhibition, % at 10 µM. AID 463195, 2010. S. cerevisiae TIM10 strain growth, BacTiter-Glo luminescence, 24 h;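 active means inhibition of 40% or more at the single tested concentration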;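 further: wild-type TIM10 isogenic control strain grown at permissive 25 °C; 0% = DMSO yeast wells and 100% = minimal medium wells without yeast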
# APJ agonist = agonists of human apelin receptor APJ, primary screen, CHO-K1 cells, PathHunter beta-arrestin, luminescence. P35414. 0% DMSO wells, 100% apelin. activation, % at 20 µM. 330,000 tested, 0.11% active;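 active means activation more than six SD over the plate average, tested at 20 µM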;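 further: 0% = DMSO alone and 100% = apelin-13 at 10 nM; some results filed as inactive read as strong as hits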
# Target sequence (P35414 whole entry, looked up): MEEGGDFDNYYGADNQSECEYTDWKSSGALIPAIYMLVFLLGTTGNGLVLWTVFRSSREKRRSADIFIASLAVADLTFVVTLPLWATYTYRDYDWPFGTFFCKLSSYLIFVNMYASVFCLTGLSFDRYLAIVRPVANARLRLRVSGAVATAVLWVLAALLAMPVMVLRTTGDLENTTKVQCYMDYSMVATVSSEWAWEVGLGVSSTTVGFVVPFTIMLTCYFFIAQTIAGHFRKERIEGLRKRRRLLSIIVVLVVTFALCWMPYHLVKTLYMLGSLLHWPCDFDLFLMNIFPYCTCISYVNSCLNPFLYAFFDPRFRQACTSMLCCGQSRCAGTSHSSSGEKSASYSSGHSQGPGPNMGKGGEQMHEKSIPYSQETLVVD
#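 Assay system – PathHunter CHO-K1 APJ (AGTRL-1) beta-arrestin reporter cells · Compound – one dose, 20 µM compound, 1% DMSO · Timing – compound 90 min 25 °C, reagent 1 h · Measured by – luminescence from split beta-galactosidase complementation, Galacton Star/Emerald II substrate · Measure – beta-arrestin recruitment to APJ as agonist activity, luminescent signal · Benchmarks – DMSO vs Apelin-13 10 nM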
# An asterisk follows results filed as active.
SMILES,NR3A LBD binder,CHOP UPR activ,Mdm2-MdmX inh,NALP3 yeast inh,tim10-1 inh,UPR XBP1 act,tim23-1 inh,TIM10 inh,APJ agonist
O=C(CSc1ccccc1[N+](=O)[O-])NC1CCS(=O)(=O)C1 (stereo not given),-2,1.7,-1,-2,-2,-1,5,-1,-3
O=C(NCCCn1ccnc1)c1ccccc1F,-3,0.0,17,12,9,-4,10,-13,-2
CCCCCOC(=O)NCCOC(=O)Nc1ccc(C(=O)OCC)cc1,-5,-1.3,14,6,26,-4,15,-26,-1
Cn1c(-c2ccccc2)cc2onc(-c3ccccc3)c2c1=O,0,-5.6,62*,22,30,-7,45,2,6
O=S(=O)(NCC1CCCO1)c1cnc(Cl)c(Cl)c1 (stereo not given),-3,4.7,15,17,9,-1,4,0,-1
O=C(CSc1ccc(-c2nc3ccccc3[nH]2)cn1)N1CCN(C(=O)c2ccco2)CC1,0,-0.7,-25,-3,8,2,13,-1,8
Cc1cc(=O)oc2cc(OCCSCCN3CCCC3)ccc12,12*,0.5,-11,20,-6,-1,-7,6,1
CC1CC(C)CN(S(=O)(=O)c2ccc(Oc3ccc([N+](=O)[O-])cc3)cc2)C1 (stereo not given),0,0.7,32,5,5,1,8,0,-3
COc1ccc(/C=C/C(=O)OCC(=O)c2c(C)[nH]c3ccccc23)cc1OC,3,1.6,34,14,11,1,11,7,5
CCn1ccc(C(=O)Nc2ccccc2Cl)n1,-1,0.3,-62,17,13,-2,7,-17,0

# Continued; the last four above are carried over.
SMILES,NR3A LBD binder,CHOP UPR activ,Mdm2-MdmX inh,NALP3 yeast inh,tim10-1 inh,UPR XBP1 act,tim23-1 inh,TIM10 inh,APJ agonist
Cc1cc(=O)oc2cc(OCCSCCN3CCCC3)ccc12,12*,0.5,-11,20,-6,-1,-7,6,1
CC1CC(C)CN(S(=O)(=O)c2ccc(Oc3ccc([N+](=O)[O-])cc3)cc2)C1 (stereo not given),0,0.7,32,5,5,1,8,0,-3
COc1ccc(/C=C/C(=O)OCC(=O)c2c(C)[nH]c3ccccc23)cc1OC,3,1.6,34,14,11,1,11,7,5
CCn1ccc(C(=O)Nc2ccccc2Cl)n1,-1,0.3,-62,17,13,-2,7,-17,0
CC(=O)Nc1nc(C2CC2)cc(-c2ccccc2)c1C#N,0,0.7,20,3,20,-2,15,13,-1
Cc1cccc(-c2noc(CN(C)C(=O)COc3ccccc3)n2)c1,0,-0.8,12,4,13,-1,13,-10,-2
O=c1[nH]c2ccccc2cc1-c1nnn(-c2ccc(F)cc2)n1,0,6.7,-73,29,-19,2,8,0,1
CN(C)c1ccc(-c2cc([C@H]3[C@@H]4C=CCC[C@@]4(C)C(=O)N3Cc3ccccc3)ccc2F)cc1,-11,2.2,31,10,18,1,12,8,-2
CSCCC(NC(=O)c1ccccc1Cl)C(=O)N1CCN(C(c2ccccc2)c2ccccc2)CC1 (stereo not given),2,0.2,12,14,2,-8,9,2,2
CCOC(=O)c1nn(-c2ccc(C)cc2)c(=O)cc1OCC(=O)Nc1cccc(OC)c1,8,-1.1,-8,12,-13,-1,11,-18,-2
CN(CC(=O)Nc1ccc(OC(F)(F)F)cc1)C(=O)Cc1cccs1,0,0.2,6,-4,-4,1,-1,4,-2
O=C(N/N=C/C=C/c1ccco1)/C(=C/c1ccccc1)NC(=O)c1ccccc1,3,3.2,6,1,11,-1,4,12,-4
Cc1c(Cc2ccccc2)sc(NC(=O)C(C)(C)C)c1C(N)=O,-1,-0.9,20,5,17,-2,37,10,-2
Cc1nnc(NC(=O)CSc2nc(CC(C)C)nc3c2c(=O)n(C)c(=O)n3C)s1,-2,-0.8,2,-4,8,-1,4,-1,-5
Cc1ccc(CN(CC2CCCO2)C(=O)CN2C(=O)C(C(C)C)Oc3ccccc32)o1 (stereo not given),3,-0.5,4,17,29,1,31,32,-5
O=C(NC1CCCCC1)C(c1ccco1)N(Cc1ccco1)C(=O)c1ccco1 (stereo not given),-1,4.4,-3,4,19,-2,9,6,0
COc1ccc(-n2c(=O)c3c4c(sc3n(CC(=O)NC3CCCC3)c2=O)CCCC4)c(OC)c1,-2,1.2,0,1,-6,-3,3,3,-4
COc1ccc(C(C(=O)NC2CCCCC2)N(C(=O)CCCC(=O)Nc2ccccn2)c2ccc3c(c2)OCCO3)cc1 (stereo not given),-3,-0.2,9,18,8,-2,3,8,-6
CC(NC(=O)C(NS(=O)(=O)c1cccs1)C(C)C)c1ccc(S(N)(=O)=O)cc1 (stereo not given),1,2.1,1,8,-9,2,-11,-4,1
O=C(CN1C(=O)NC2(CCc3ccccc32)C1=O)Nc1ccccc1Cl (stereo not given),-1,-2.0,9,11,-2,0,-1,4,-1
COC(=O)c1ccc(COC(=O)c2ccccn2)cc1,0,-2.3,-30,5,14,-4,11,11,1
CCN(C[C@H]1N[C@@](Cc2ccccc2)(C(=O)OC)[C@H]2C(=O)N(C)C(=O)[C@@H]12)C(=O)c1ccc(C)cc1,0,-0.8,13,15,-9,-1,-3,2,-3
O=C(NC(Cc1c[nH]c2ccccc12)C(=O)O)/C(=C\c1ccccc1)NC(=O)c1ccccc1 (stereo not given),-3,0.3,3,3,2,-3,12,-14,0
O=C(Nc1ccc(Cl)c(Cl)c1)Nc1nnc(CSc2ccccc2)s1,-3,6.9,95*,-2,8,7,-7,15,1
COc1ccc(/C=N\NC(=O)c2ccc(F)cc2)cc1COc1ccccc1C(N)=O,-1,-0.5,6,4,1,-3,1,6,1
CCOC(=O)C(CCCCC(NC(C)=O)(C(=O)OCC)C(=O)OCC)(NC(C)=O)C(=O)OCC,2,0.5,29,17,1,-2,-6,2,-2
C/C(=N\N1CCCCC1)c1ccccc1O,0,2.2,8,6,5,-1,4,-13,-2
Cc1cc(C)c(OCCOCCN2CCN(C)CC2)c(Cl)c1,1,2.1,-19,17,-13,-2,-1,-9,-1
Cc1cc(C)c2c(C)nn(C3CCCCC3)c2n1,0,-0.1,11,18,4,0,26,6,-5
CCCCC1CCc2[nH]nc(C(=O)O)c2C1 (stereo not given),0,0.7,-13,-16,7,2,14,-5,-2
CCCCn1c(N)c(N(CCOC)C(=O)c2cccc(S(=O)(=O)N(CC)c3ccccc3)c2)c(=O)[nH]c1=O,1,-1.0,27,21,19,-1,15,17,9
O=C(Cc1cccc2ccccc12)N/N=C/C=C/c1cccc([N+](=O)[O-])c1,4,1.4,8,11,-2,-1,0,-3,1
COC(=O)c1scc(C)c1NC(=O)C(Cl)c1ccccc1 (stereo not given),0,-2.5,14,-30,20,0,21,3,-1
Cc1ccc(-c2nc(NCCCO)c3ccccc3n2)cc1,0,0.0,-14,19,4,-1,4,15,-3

# Brought forward from above: five compounds; new compounds follow.
SMILES,NR3A LBD binder,CHOP UPR activ,Mdm2-MdmX inh,NALP3 yeast inh,tim10-1 inh,UPR XBP1 act,tim23-1 inh,TIM10 inh,APJ agonist
CCCCC1CCc2[nH]nc(C(=O)O)c2C1 (stereo not given),0,0.7,-13,-16,7,2,14,-5,-2
CCCCn1c(N)c(N(CCOC)C(=O)c2cccc(S(=O)(=O)N(CC)c3ccccc3)c2)c(=O)[nH]c1=O,1,-1.0,27,21,19,-1,15,17,9
O=C(Cc1cccc2ccccc12)N/N=C/C=C/c1cccc([N+](=O)[O-])c1,4,1.4,8,11,-2,-1,0,-3,1
COC(=O)c1scc(C)c1NC(=O)C(Cl)c1ccccc1 (stereo not given),0,-2.5,14,-30,20,0,21,3,-1
Cc1ccc(-c2nc(NCCCO)c3ccccc3n2)cc1,0,0.0,-14,19,4,-1,4,15,-3
COc1ccccc1/C=N/NC(=O)C(NC(=O)c1ccccc1)=C(C)C,1,3.0,11,15,10,-1,8,-7,-1
CC(C(=O)O)N1C(=O)C2C3c4ccccc4C(c4ccccc43)[C@@H]2C1=O (stereo not given in full),2,0.7,-15,5,1,-3,5,-15,1
CCOc1ccc(N(CC(=O)Nc2cccc(Br)c2)S(C)(=O)=O)cc1,-4,2.7,21,22,23,-6,8,10,-2
Cc1ccc([C@H]2C(C(=O)O)=CC[C@@H](c3ccc4c(c3)OCO4)N2S(=O)(=O)c2ccc(C)cc2)cc1,5,-0.7,13,-7,3,-2,10,4,-1
O=C(N/N=C\c1cccnc1)c1ccc(Br)s1,-1,2.7,20,11,-5,-3,12,10,-1
Cc1ccc(C(C)NC(=O)c2ccco2)cc1 (stereo not given),-1,-1.2,4,5,6,3,-4,9,-3
Cc1cc(/C=C2\Cc3ccccc3C2=O)c(C)n1-c1ccccc1,1,-6.1,80*,11,-1,-8,12,14,-1
COC(=O)c1ccc2[nH]c(C3(O)CCCCC3)c(C)c2c1,-19,2.5,-69,34,16,3,40,8,-2
O=c1cc(NCc2ccco2)c2ccccc2o1,0,-4.5,-8,-7,-16,-6,-7,-17,-1
C=CCNC(=S)NCC1COc2ccccc2O1 (stereo not given),2,3.9,-36,17,9,1,5,-15,0
Cc1c(C(N)=O)sc2ncn(CCOc3ccccc3)c(=O)c12,-4,2.9,-5,-1,20,4,21,-1,0
CCOC(=O)Cn1c(=O)oc2cc(S(=O)(=O)NCCCc3ccccc3)ccc21,1,3.1,22,9,7,1,5,-9,-2

# Screening results (PubChem)

# An unsorted share of the library. About 8.2% of those tested had a hit in this group.
